# Source: PubChem
# NPR2 activator: human GC-B receptor activators, primary screen, HEK293 GC-B cells, cGMP TR-FRET, EC30 CNP; Atrial natriuretic peptide receptor 2 (Homo sapiens), P20594; 0% at EC30 CNP, 100% saturating CNP; activation, % at 10 µM; 370,000 tested, 0.11% active;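 active = activation at 10 µM reaching about 35% in either raw or pattern-adjusted values, limit read from the data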
# SMARCA2 act: SMARCA2 (BRM) function activators, primary screen, cell-based, luminescence, high throughput; MG213 cells, MMTV-luciferase reporter, dexamethasone, overnight; activation, % at 9.1 µM; 370,000 tested, 1% active; AID 652017, 2013; in the data active = activation above about 7.8%;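 also: 0% = vehicle wells and 100% = reference activator wells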
# KLK7 zymogen act: proKLK7 zymogen activators, primary screen, biochemical, fluorescence intensity; 370,000 tested, 0.9% active; purified proKLK7, EDANS-DABCYL substrate fluorescence; 100% is mature enzyme control, 0% vehicle; Kallikrein-7 (Homo sapiens), P49862; activation, % at 7 µM;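 active = activation above the mean of all tested compounds plus 3 SD, computed per campaign excluding outliers beyond control limits, cut at about 13% in these data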
# DAX1 inh-1: DAX1 (NR0B1) inhibitors, primary screen, cell-based, HEK293, Gal4-DAX1, luciferase luminescence. Nuclear receptor subfamily 0 group B member 1 (Homo sapiens), P51843. HEK293 Gal4-DAX1 luciferase reporter. inhibition, % at 6.75 µM. 340,000 tested, 0.99% active. AID 504766, 2011;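 active = inhibition above the mean over all tested compounds plus 3 SD, cut at about 4.2% in these data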;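 also: 0% = DAX1-transfected cells with DMSO and 100% = empty-vector control cells with DMSO; inhibition shows as a rise in luminescence from relieved DAX1 repression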
# HGIII-sPLA2 inh: human group III sPLA2 inhibitors, primary screen, biochemical, QFRET, BODIPY PC-A2 liposome substrate; inhibition, % at 12.2 µM; QFRET BODIPY PC-A2 liposome hydrolysis, fluorescence; Group 3 secretory phospholipase A2 (Homo sapiens), Q9NZ20; 370,000 tested, 0.56% active; AID 743126, 2013;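 active = inhibition above mean plus 3 SD of compounds lying within the high and low control bounds, cut at about 19% in these data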;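 also: 0% = median of test compound wells and 100% = no enzyme DMSO wells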
# ssDAF-12 act: S. stercoralis DAF-12 nuclear receptor activators, primary screen, cell-based, luminescence, HEK293, GRIP1 co-expression, lit1-tk-luc | HEK293 ssDAF-12/GRIP1 lit1-tk-luc reporter; % of 3 µM dafachronic acid response | activation, % at 6.8 µM | 370,000 tested, 1% active;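 active = activation above the mean over all tested compounds plus 3 SD, cut at about 0.9% in these data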;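 also: 0% = DMSO-only wells and 100% = 3 µM delta7-dafachronic acid wells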
# GAA850 FXN act: FXN promoter activators, primary screen, cell-based, luciferase luminescence, HEK293 lucGAA850. 360,000 tested, 0.56% active. activation, % at 6 µM. HEK293 lucGAA850 FXN promoter luciferase reporter, 24 h; percent of 10 µM SAHA response;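 active = activation above the average of all compounds screened plus 3 SD, cutoff fixed separately per campaign, cut at about 7.5% in these data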;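 also: 0% = DMSO wells and 100% = 10 µM SAHA wells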
# hgDAF12 agonist: H. glycines DAF-12 receptor agonists, primary screen, cell-based, luminescence, HEK293, GAL4 fusion, UAS-luciferase. Nuclear hormone receptor DAF-12 (Heterodera glycines), GAL4 fusion. HEK293 GAL4-hgDAF12 UAS-luciferase reporter, agonist luminescence; normalized to butyrate control. activation, % at 6.8 µM. 370,000 tested, 1.8% active. AID 687014, 2013;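 active = activation above a cutoff set at the mean of all screened compounds plus 3 SD, cut at about 10% in these data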;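 also: 0% = DMSO wells and 100% = sodium butyrate wells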
# DAX1 inh-2: DAX1 (NR0B1) inhibitors on StAR promoter, primary screen, cell-based, luminescence, SF-1 (NR5A1), full-length DAX-1 | HEK293T StAR-luciferase reporter, SF-1/DAX-1 repression relief | inhibition, % at 6.8 µM | 370,000 tested, 1.1% active | AID 652010, 2013;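 active = inhibition above the mean over all tested compounds plus 3 SD, cut at about 3.6% in these data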;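 also: 0% = DAX-1 cells with DMSO and 100% = cells lacking DAX-1 with DMSO; higher inhibition means more luminescence from relief of DAX-1 repression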
# hcDAF-12 act: H. contortus DAF-12 nuclear receptor activators, primary screen, cell-based, luminescence, HEK293, lit1-tk-luc reporter. HEK293 hcDAF-12 lit1-tk-luc reporter; 0% DMSO, 100% Δ7-dafachronic acid. activation, % at 6.8 µM. 370,000 tested, 1.4% active. AID 652067, 2013;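 active = activation above the mean of all tested compounds plus 3 SD, cut at about 5.5% in these data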;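 also: 100% = response to 3 µM Δ7-dafachronic acid high control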
# GC-A act: GC-A stimulated cGMP production enhancers – HEK293 GC-A cells, cGMP TR-FRET, EC30 ANP, primary screen; Atrial natriuretic peptide receptor 1 (Homo sapiens), P16066; AID 1671463, 2021; 370,000 tested, 0.14% active; activation, % at 10 µM; 0% at EC30 ANP, 100% saturating ANP; in the data active = activation above about 40%
# Target sequence (P16066 whole entry, looked up): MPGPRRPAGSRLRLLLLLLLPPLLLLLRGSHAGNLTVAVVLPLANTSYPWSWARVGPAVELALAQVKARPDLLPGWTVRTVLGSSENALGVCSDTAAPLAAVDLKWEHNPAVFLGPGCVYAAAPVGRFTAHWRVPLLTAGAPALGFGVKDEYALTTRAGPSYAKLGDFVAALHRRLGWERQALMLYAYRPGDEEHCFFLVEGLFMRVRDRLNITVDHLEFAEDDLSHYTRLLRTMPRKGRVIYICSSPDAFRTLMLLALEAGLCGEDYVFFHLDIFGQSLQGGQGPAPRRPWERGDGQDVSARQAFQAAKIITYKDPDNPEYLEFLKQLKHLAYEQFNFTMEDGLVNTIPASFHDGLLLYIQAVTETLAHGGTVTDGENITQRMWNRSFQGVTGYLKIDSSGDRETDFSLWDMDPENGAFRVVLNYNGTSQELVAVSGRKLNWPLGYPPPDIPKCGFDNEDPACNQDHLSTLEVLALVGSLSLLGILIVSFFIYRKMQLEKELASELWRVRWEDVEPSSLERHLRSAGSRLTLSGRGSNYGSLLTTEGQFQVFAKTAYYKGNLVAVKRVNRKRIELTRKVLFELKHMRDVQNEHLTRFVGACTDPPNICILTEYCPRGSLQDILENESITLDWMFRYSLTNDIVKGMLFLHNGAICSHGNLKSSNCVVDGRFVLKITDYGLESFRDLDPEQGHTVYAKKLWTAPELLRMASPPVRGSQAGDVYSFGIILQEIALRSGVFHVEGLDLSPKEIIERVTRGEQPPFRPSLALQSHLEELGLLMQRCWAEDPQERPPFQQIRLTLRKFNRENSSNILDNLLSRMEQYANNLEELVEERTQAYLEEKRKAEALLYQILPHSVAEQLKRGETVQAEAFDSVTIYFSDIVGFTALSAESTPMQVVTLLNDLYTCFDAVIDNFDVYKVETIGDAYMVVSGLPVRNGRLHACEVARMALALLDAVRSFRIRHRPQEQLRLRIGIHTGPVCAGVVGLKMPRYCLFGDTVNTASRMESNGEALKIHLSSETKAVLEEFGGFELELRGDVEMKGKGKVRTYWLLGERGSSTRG
# Active calls of the source: *; x = not tested or not shown.
Structure	SMARCA2 act	ssDAF-12 act	DAX1 inh-1	KLK7 zymogen act	DAX1 inh-2	NPR2 activator	hgDAF12 agonist	GC-A act	GAA850 FXN act	hcDAF-12 act	HGIII-sPLA2 inh
COC(=O)c1cn(C(=O)c2ccc(C)c(C)c2)c2ccccc12	3	-0.5	-0.7	0.4	0.1	3	-2.0	-2	3.9	2.3	-5
Cc1cc(F)ccc1N1CCC(N2CCN(C)C(CCO)C2)CC1 (stereo unspecified)	2	-0.6	0.1	-0.2	0.1	-2	1.5	2	-0.4	0.9	-3
COC(=O)Nc1ccc(S(=O)(=O)N2CCCC(C(=O)N3CCCCC3)C2)cc1 (stereo unspecified)	1	-1.3	0.7	0.2	-0.4	1	-4.6	-5	-0.3	-3.0	-6
CO[C@@H]1CN(C)C(=O)c2cc(NS(=O)(=O)c3ccc(C)cc3)ccc2OC[C@H](C)N(Cc2nccs2)C[C@H]1C	-7	-0.7	x	-0.2	-0.4	3	-0.9	0	x	-0.6	-15
Cc1cc(C(=O)NCCC2=CCCCC2)ccc1[N+](=O)[O-]	3	-0.5	x	0.3	2.8	-1	11*	-7	7.5	2.7	-3
COC(=O)CNC(=O)c1cc(OC)cc(OC)c1	-1	-0.6	0.7	-0.4	3.8*	4	-1.0	-2	0.7	-0.7	1
COc1ccc(CNC(=O)c2ccc(-c3c(C)noc3C)c3ccoc23)cc1OC	-1	-1.1	x	-0.9	-1.0	30	0.0	22	0.2	0.7	5
O=[N+]([O-])c1cccc(/C=N/Nc2cc(N3CCOCC3)ncn2)c1	0	-1.1	1.3	0.2	0.5	10	2.3	17	1.5	-0.9	7
CCc1cc(C(c2ccncc2)N2CCN(C)CC2)c(NC(=O)c2ccccc2)s1 (stereo unspecified)	-4	-1.2	0.1	-0.3	-0.1	-7	-0.4	-4	-2.1	-0.2	6
CCN(CC)S(=O)(=O)c1ccc(F)c(C(=O)NCCC(C)C)c1	-3	-1.9	-0.6	-1.1	-0.3	5	0.6	4	-0.3	-1.8	1

# 3 compounds from above, ordered by molar mass, falling:
Structure	SMARCA2 act	ssDAF-12 act	DAX1 inh-1	KLK7 zymogen act	DAX1 inh-2	NPR2 activator	hgDAF12 agonist	GC-A act	GAA850 FXN act	hcDAF-12 act	HGIII-sPLA2 inh
COC(=O)Nc1ccc(S(=O)(=O)N2CCCC(C(=O)N3CCCCC3)C2)cc1 (stereo unspecified)	1	-1.3	0.7	0.2	-0.4	1	-4.6	-5	-0.3	-3.0	-6
CCN(CC)S(=O)(=O)c1ccc(F)c(C(=O)NCCC(C)C)c1	-3	-1.9	-0.6	-1.1	-0.3	5	0.6	4	-0.3	-1.8	1
Cc1cc(C(=O)NCCC2=CCCCC2)ccc1[N+](=O)[O-]	3	-0.5	x	0.3	2.8	-1	11*	-7	7.5	2.7	-3

# Further entries.
Structure	SMARCA2 act	ssDAF-12 act	DAX1 inh-1	KLK7 zymogen act	DAX1 inh-2	NPR2 activator	hgDAF12 agonist	GC-A act	GAA850 FXN act	hcDAF-12 act	HGIII-sPLA2 inh
CC(=O)N1CCc2cc(S(=O)(=O)Nc3ccc(C)cc3C)ccc21	1	-1.5	0.1	0.5	-0.4	5	0.1	2	0.1	-1.8	2
COC(=O)c1ccc(CSc2n[nH]c(-c3ccccc3)n2)o1	1	-1.5	0.1	-0.5	-0.1	3	2.5	-1	-0.5	0.0	-1
COc1ccccc1CNC(=O)CSc1nc(N)c(C#N)c(-c2cccs2)c1C#N	-3	-1.8	-1.8	-0.2	-1.5	-8	-1.8	-15	-0.1	-2.5	-1
CCOCC(=O)Nc1nc2ccc(S(C)(=O)=O)cc2s1	-2	-1.4	0.3	0.0	-0.2	6	2.5	-1	0.1	-0.3	10
CCCc1cc(N2CCCC(C(=O)NCc3ccc4c(c3)OCO4)C2)n2ncnc2n1 (stereo unspecified)	-3	-1.7	-1.4	-0.3	-1.2	1	-2.5	-3	2.4	1.4	0
O=C(NCc1ccc(F)cc1)c1cc(C2CCCCN2S(=O)(=O)Cc2ccccc2)on1 (stereo unspecified)	-2	-1.0	x	0.2	-1.8	-1	-1.1	3	-0.7	-1.3	-6
CCCCc1c(C)nc2ccc(Br)cc2c1SC(N)N	3	-1.8	-1.2	0.3	0.8	-6	2.1	-2	0.5	-0.2	1
O=C1c2ccc(Cl)cc2S(=O)(=O)c2cccc(C(=O)N3CCN(c4ccc(Cl)cn4)CC3)c21	-2	-1.3	0.3	0.3	0.1	1	2.6	-2	1.4	0.1	7
COCCN1CC(CNC(=O)c2cc(COc3ccc(C)c(C)c3)on2)CC1=O (stereo unspecified)	3	-0.6	0.0	0.1	-0.5	-5	1.1	6	0.3	-0.1	2
COc1ccc(NS(=O)(=O)c2cnc[nH]2)cc1	-5	-1.4	0.4	-0.3	0.7	1	-3.4	0	-0.4	-1.9	1
Cc1ccc(S(=O)(=O)N2CCN(C(=O)c3cc(-c4cccs4)nn3-c3ccccc3)CC2)cc1	-6	-0.5	0.1	-0.1	0.2	-1	-1.3	-5	3.0	-1.1	12
O=C(CCNc1ccc(F)cc1)c1cccc([N+](=O)[O-])c1	2	-1.7	1.1	0.4	0.1	-7	0.7	2	1.1	2.8	-2
COc1cc(-c2nc3sc(C)c(C)c3c(=O)o2)cc(OC)c1OC	-1	-1.0	1.0	0.0	0.6	5	0.5	1	-1.3	-0.5	9
Cc1ccc(S(=O)(=O)Nc2nc(C)c(NC(=O)Nc3ccc(Cl)cc3Cl)s2)cc1	-2	-0.9	2.0	0.5	-0.3	2	0.7	-1	0.6	-1.7	-5
COc1ccc(NC(=O)c2ccc3c(c2)C(=O)N(CC2CCCO2)C3=O)cc1 (stereo unspecified)	-1	-1.1	-1.3	0.8	0.0	-3	0.8	5	0.1	0.3	1
O=C(COC(=O)c1cccnc1Cl)Nc1ccc2c(c1)OCCO2	6	-0.6	0.2	-0.5	-0.2	5	3.0	3	1.2	0.3	2
COc1ccc(-c2c(C#Cc3ccsc3)c3ccccc3n2C)cc1	2	-0.2	-0.2	0.6	-0.5	-11	0.8	-7	0.4	1.6	8
CN(C)C(=O)CCN1CCOCC1	0	-1.0	0.6	-0.3	0.3	-2	-0.4	5	-1.6	-2.0	3
Cc1ccc(Cl)c(OCC(=O)OCC(=O)c2ccc[nH]2)c1	-2	-1.2	0.2	-0.4	-0.6	1	1.3	-2	-0.8	-0.4	5
CCOC(=O)C1=C(C)N(C[C@@H]2CC[C@@H](Cc3ccc(-c4ccccc4)cc3)O2)C(=O)NC1c1ccc(SCc2ccco2)c([N+](=O)[O-])c1 (stereo partly specified)	2	-1.1	-0.5	0.2	0.1	-2	0.5	-15	2.9	-0.5	-2
COc1ccccc1NC(=O)CSc1ccc2nnc(-c3ccccn3)n2n1	-13	-1.4	0.8	-0.8	-0.6	5	0.9	5	0.6	-0.8	-2
O=C(CSc1ncnc2c1nnn2-c1ccc(F)cc1)NCC1CCCO1 (stereo unspecified)	0	-1.5	0.1	0.6	0.1	-6	1.0	1	1.6	-0.9	7
Cc1cc(OCC(=O)NC(Cc2ccc(Cl)cc2)C(=O)O)c2c(C)c(C)c(=O)oc2c1 (stereo unspecified)	-2	-0.6	2.9	3.3	0.8	7	-0.6	5	-0.3	-2.0	4
CCCCCc1c(C)nc(NCc2ccccc2)[nH]c1=O	-4	-1.3	1.5	-0.2	-0.3	7	2.9	-1	0.4	-1.5	-16
Cc1ccc(NC(=O)CSc2nnc(-c3cnccn3)n2Cc2ccco2)cc1C	1	-1.1	-1.7	-0.7	-1.1	-10	-3.0	-5	-0.9	-0.8	-1
CN(C)c1ncnc2c1C(c1ccccc1)C(C)(C)O2 (stereo unspecified)	0	-1.3	-0.7	0.0	1.1	4	0.6	1	-1.7	-1.2	0
O=C(Nc1ccc(F)cc1)C(Sc1nc2ccccc2[nH]1)c1ccccc1 (stereo unspecified)	1	-0.4	-0.9	0.0	-0.4	1	-1.3	-4	2.2	-3.0	-47
CCCCc1ccc(NS(=O)(=O)c2cccc(C(=O)N3CCNC(=O)C3)c2)cc1	3	-0.9	0.4	-0.1	0.1	-2	-0.3	-1	0.8	0.8	-8
O=C(NCc1ccco1)C(c1ccncc1)N(C(=O)Cn1nnc2ccccc21)c1ccccc1 (stereo unspecified)	-2	-1.5	0.0	0.8	-0.2	-4	1.8	-27	-1.7	-1.2	-7
O=C(CSc1ncnc2ccccc12)N1CCCC1	0	-0.3	4.0	0.3	0.0	0	7.2	-3	2.7	2.6	-2
Cc1oc(=O)c(NC(=O)c2cccc(Cl)c2)cc1C(=O)c1ccccc1	8.6*	-0.2	0.1	0.1	0.6	-1	2.7	6	6.0	2.6	-11
CCOC(=O)C1CCCN(C(=O)CSc2ccccc2)C1 (stereo unspecified)	4	-1.2	-0.2	0.6	0.4	3	3.6	5	3.4	-2.1	2
O=S(=O)(c1cnccc1N1CCN(CCO)CC1)N1CCCC1	-5	-1.5	1.5	-0.7	0.9	2	-4.2	1	-1.1	-0.5	8
COc1ccc([C@@H]2CC=C(C(=O)O)[C@H](c3ccccc3)N2S(=O)(=O)c2ccc(C)cc2)cc1OC	1	-1.2	0.3	0.0	0.1	5	2.6	0	1.4	-0.4	-1
Cc1ccccc1C(=O)N1CCC2CC1c1cc(-c3ccc(F)cc3)ccc12 (stereo unspecified)	-6	-1.1	-1.1	0.9	-1.1	-2	-2.1	9	1.4	-0.4	2
O=C(N/N=C/c1cc2c(cc1Br)OCO2)c1cc2ccccc2o1	5	-1.4	-0.2	2.1	0.4	12	4.3	3	1.3	3.0	-2
Cc1cc(C(=O)N2CCC2(C)C(=O)Nc2cc(C(C)(C)C)nn2C)nn1C (stereo unspecified)	-6	-0.6	x	0.8	0.9	0	-3.3	-3	-0.1	-0.6	5
COc1ccc(C(=O)OC(C)C(=O)NCC2CCCCC2)cc1S(=O)(=O)N1CCOCC1 (stereo unspecified)	1	-1.7	0.7	-0.1	-1.6	4	-2.2	-2	1.0	-0.8	3
CNC(=O)N(O)C1N(/N=C/c2c(F)cccc2Cl)C(=S)SC1(C)C (stereo unspecified)	1	-0.3	0.8	0.3	-0.1	4	0.9	5	1.9	0.2	4
CN(C(=O)c1cccc(Nc2ccc(-c3ccc4c(c3)OCCO4)nn2)c1)C1CCCCC1	-1	-1.0	-0.2	-0.5	-1.4	10	2.9	5	0.1	-0.3	-22
CC(=NCC1CCCO1)c1c(O)[nH]c(=O)[nH]c1=O (stereo unspecified)	-3	-1.0	-0.9	0.0	1.3	-7	-2.3	0	3.2	-0.1	2
